STAT1 blocker – reduces IFN-gamma driven STAT1 reporter signal | inhibition, % at 5.5 µM | NIH 3T3 STAT1-luciferase reporter, luminescence | 0.35% of 200,000 active | AID 920;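 active means inhibition above a set limit, the mean inhibition across all tested compounds plus 3 SD, cut at about 34% in these data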;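 further: 0% = IFN-gamma with DMSO and 100% = IFN-gamma with 300 µM nifuroxazide; values of inactives mirror those of a sister screen read the other way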
NF-kB expr up – compounds increasing NF-kB expression in human neuronal cells. NF-kB reporter expression; hits give high values. AID 1239. 1.6% of 190,000 active. fold change at 12.5 µM; in the data active means fold change above about 3.3
Hsp70 act – switches on Hsp70 transcription; HeLa Hsp70 promoter luciferase reporter, luminescence; scaled: vehicle 0, proteasome-inhibitor control 100%; activation, % at 10 µM; 0.04% of 200,000 active; AID 1203;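 active means activation above the mean across all tested compounds plus 3 SD, cutoff set per campaign, cut at about 5.5% in these data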;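 further: 100% = MG132 at 30 µM as the positive control and 0% = DMSO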
DTT redox prof – compounds producing H2O2 with reducing agent – biochemical, NIH compound library profiling, artefact control for MLSCN library redox annotation, primary screen | activation, % at 10 µM | 0.03% of 200,000 active | DTT-dependent redox cycling H2O2, phenol red/HRP absorbance; 100% = 100 µM peroxide control, 0% = buffer;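 active means activation of at least 50% relative to the plate's high and low controls in the primary single-dose screen; inactive means activation below 50%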;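 further: compound incubated with DTT at 0.8 mM final as the reducing agent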
STAT3 blocker – reduces IL-6 driven STAT3 reporter signal. inhibition, % at 5.5 µM. U3A cells, IL-6 STAT3-luciferase reporter, luminescence; host cell line lacks STAT1. 0.89% of 190,000 active;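 active means inhibition above the mean inhibition across all screened compounds plus 3 SD, cut at about 44% in these data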;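 further: 0% = DMSO only wells and 100% = 100 µM nifuroxazide control wells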
STAT1 activator – increases IFN-gamma driven STAT1 reporter signal. NIH 3T3 STAT1-luciferase reporter, luminescence; 100% = IFN-gamma alone, no compound. activation (% of control), % at 5.5 µM. 2.6% of 200,000 active;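 active means activation above the screen-wide mean activation plus 3 SD, cut at about 130% in these data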;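 further: raw ratio to IFN-gamma control signal so 100% means no change and 0% no light; values of inactives mirror those of a sister screen read the other way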
STAT3 act – activators of IL-6 induced STAT3 signaling; U3A cells, IL-6 STAT3-luciferase reporter, luminescence; 100% = signal with IL-6 EC80 alone; activation (% of control), % at 5.6 µM; 0.91% of 190,000 active; AID 871;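 active means activation above the screen-wide mean of compound activation plus 3 SD, cut at about 130% in these data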;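 further: 0% = background luminescence of wells with medium and substrate only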
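Material: human U3A cells carrying STAT3-luciferase construct. Measured by: reporter luminescence signal. Timing: compound 1 h, then IL-6 6 h at 37 °C.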
APP 5'UTR act – activates APP 5'UTR luciferase reporter | SH-SY5Y APP 5'UTR luciferase reporter, luminescence; zero percent = DMSO vehicle wells | activation, % at 2 µM | 1% of 190,000 active | AID 1276;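 active means activation above a set limit, based on mean plus 3 SD of controls, cut at about 140% in these data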; further: values of inactives mirror those of a sister screen read the other way
HMGR II inh – inhibitors of class II HMG-CoA reductase from Enterococcus faecalis. purified E. faecalis HMGR, NADPH absorbance 340 nm kinetic. inhibition, % at 10 µM. 0.41% of 190,000 active;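 active means inhibition above a set limit, the median over all tested compounds plus 3 SD, cut at about 9.5% in these data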;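 further: enzyme runs in reverse so mevalonate oxidation gives rising NADPH absorbance; 0% = complete reaction with DMSO and 100% = background rate lacking mevalonate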
TLR4 MyD88 comp – TLR4-MyD88 interaction inhibition in cells; O00206+Q99836; HeLa CL3-4 TLR4/MyD88 BLA complementation, FRET ratio; inhibition, % at 8.4 µM; 0.18% of 200,000 active; in the data active means inhibition above about 25%;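 further: 0% = vehicle and 100% = reference inhibitor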
Target sequence (O00206 whole entry, looked up): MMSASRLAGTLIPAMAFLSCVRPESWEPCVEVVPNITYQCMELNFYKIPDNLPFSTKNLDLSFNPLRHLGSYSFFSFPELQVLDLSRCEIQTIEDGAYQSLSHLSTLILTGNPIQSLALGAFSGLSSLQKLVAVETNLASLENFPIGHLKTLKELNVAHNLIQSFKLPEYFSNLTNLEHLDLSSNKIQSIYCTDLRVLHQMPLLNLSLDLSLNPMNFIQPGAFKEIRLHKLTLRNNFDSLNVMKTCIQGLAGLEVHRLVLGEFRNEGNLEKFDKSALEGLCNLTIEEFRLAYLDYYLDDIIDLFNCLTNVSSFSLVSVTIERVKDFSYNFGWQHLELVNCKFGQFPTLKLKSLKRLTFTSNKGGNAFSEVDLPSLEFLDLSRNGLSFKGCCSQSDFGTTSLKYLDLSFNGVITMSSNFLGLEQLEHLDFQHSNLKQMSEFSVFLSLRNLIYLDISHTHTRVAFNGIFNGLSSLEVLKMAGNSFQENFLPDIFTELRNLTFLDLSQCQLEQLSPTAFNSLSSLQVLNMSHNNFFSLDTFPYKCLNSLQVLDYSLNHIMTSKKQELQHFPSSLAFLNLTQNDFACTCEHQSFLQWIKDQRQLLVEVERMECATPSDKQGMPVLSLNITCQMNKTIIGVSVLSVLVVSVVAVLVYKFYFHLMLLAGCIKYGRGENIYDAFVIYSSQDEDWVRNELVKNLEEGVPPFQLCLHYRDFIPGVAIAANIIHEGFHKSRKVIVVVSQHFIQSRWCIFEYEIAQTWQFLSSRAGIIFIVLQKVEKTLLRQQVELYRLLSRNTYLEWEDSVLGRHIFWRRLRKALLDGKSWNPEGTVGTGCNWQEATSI
Target sequence (Q99836 whole entry, looked up): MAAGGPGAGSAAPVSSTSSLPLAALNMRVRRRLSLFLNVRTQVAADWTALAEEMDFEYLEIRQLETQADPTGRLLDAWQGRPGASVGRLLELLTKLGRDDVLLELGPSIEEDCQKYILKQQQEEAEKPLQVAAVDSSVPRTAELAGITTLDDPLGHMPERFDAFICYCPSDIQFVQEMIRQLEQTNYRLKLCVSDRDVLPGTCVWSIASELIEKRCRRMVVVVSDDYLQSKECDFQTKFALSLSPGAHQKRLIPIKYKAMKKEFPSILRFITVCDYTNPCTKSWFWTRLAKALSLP
Starred values were filed as active, the others as inactive; / = no result given.

(1) CCCC/C(C)=N/NC(=O)c1cn(-c2ccccc2)nc1-c1ccccc1
(2) Cc1ccc(-n2nnnc2SCC(=O)N2c3ccccc3NC(=O)C2(C)C)cc1
(3) COc1cc(CNc2ccc(NC(C)=O)cc2)ccc1OCc1ccccc1C
(4) CCOc1cc(/C=C/c2ccc3cccc([N+](=O)[O-])c3n2)cc(Cl)c1O
(5) O=C(Nc1cccc(-c2nc3cc(Cl)ccc3o2)c1)C1CCCO1 (configuration not stated)
(6) Cn1cccc1-c1cc(C(=O)N2CCc3c([nH]c4ccccc34)C2c2ccccn2)[nH]n1 (configuration not stated)
(7) COc1ccc(C2CC(=O)c3ccccc3O2)cc1 (configuration not stated)
(8) COC(=O)CN(c1ccc(OC)cc1OC)S(=O)(=O)c1ccccc1[N+](=O)[O-]

Assay by compound,1,2,3,4,5,6,7,8
STAT1 blocker,-4,-2,-23,9,-35,27,-15,6
NF-kB expr up,0.89,0.91,2,1.4,3.4*,0.66,3.8*,1
Hsp70 act,-0.2,-0.2,0.7,0.0,-0.1,-0.3,0.4,-0.5
DTT redox prof,0.9,0.6,-0.5,-0.1,0.5,-0.3,0.5,0.1
STAT3 blocker,-4,19,18,-9,6,11,-1,3
STAT1 activator,104,102,119,92,130*,73,113,94
STAT3 act,102,88,90,108,98,93,98,101
APP 5'UTR act,-6,-9,44,2,/,-10,58,14
HMGR II inh,3,-2,-3,-1,-2,-4,4,-6
TLR4 MyD88 comp,-15,-8,-5,4,-4,-13,9,5

Structural class: the entries above containing a nitro group on carbon
(4) CCOc1cc(/C=C/c2ccc3cccc([N+](=O)[O-])c3n2)cc(Cl)c1O
(8) COC(=O)CN(c1ccc(OC)cc1OC)S(=O)(=O)c1ccccc1[N+](=O)[O-]

Assay by compound,4,8
STAT1 blocker,9,6
NF-kB expr up,1.4,1
Hsp70 act,0.0,-0.5
DTT redox prof,-0.1,0.1
STAT3 blocker,-9,3
STAT1 activator,92,94
STAT3 act,108,101
APP 5'UTR act,2,14
HMGR II inh,-1,-6
TLR4 MyD88 comp,4,5

Next part:
(9) COc1ccc(CC(=O)Nc2ccc(S(=O)(=O)Nc3nccc(C)n3)cc2)cc1
(10) CCc1ccc2oc(-c3cccc(N)c3)nc2c1
(11) CC(=O)c1cc2c(cc1NC(=O)c1cc3nc(C(C)C)cc(C(F)(F)F)n3n1)OCO2
(12) O=C(c1nc2ncccn2n1)N1CCN(c2ccc(F)cc2)CC1
(13) CC(C)n1cnc2cc(NCc3ccco3)ccc21
(14) CCc1ccc(CNC(=O)CCc2nc(-c3cccs3)no2)cc1
(15) Cc1cc(Nc2ncc(Cl)cc2Cl)n(-c2ccccc2)n1
(16) CCc1cc(C(=O)N2CCOCC2)c(NC2=NS(=O)(=O)c3ccccc32)s1

Assay by compound,9,10,11,12,13,14,15,16
STAT1 blocker,7,-18,-9,2,-16,2,-5,5
NF-kB expr up,1.2,3.9*,1,1.2,1.1,0.93,1,1
Hsp70 act,-0.4,-0.3,-0.1,-0.2,1.0,-0.4,-0.4,0.6
DTT redox prof,0.3,-0.1,2.2,-1.6,0.0,-0.7,0.2,-0.5
STAT3 blocker,-4,5,13,-2,6,6,1,8
STAT1 activator,93,116,108,98,114,99,105,96
STAT3 act,104,97,94,106,97,99,102,98
APP 5'UTR act,-6,110,14,15,21,-3,9,-12
HMGR II inh,3,-4,0,1,-5,2,2,-1
TLR4 MyD88 comp,-10,14,-11,-8,5,-8,9,1

(17) CCC(=O)Nc1ccc(C(=O)N/N=C/c2c(C)[nH]c3ccccc23)cc1
(18) CC(NC(=O)CN(C1CCCCC1)S(C)(=O)=O)c1ccccc1 (configuration not stated)
(19) CC(=O)NCCOC(=O)Nc1ccncc1
(20) O=C(c1ccccc1CCc1ccccc1)N1CCN(c2ccccn2)CC1
(21) CSc1ccc(NC(=O)CC(C)=O)cc1
(22) Cc1cc(NC(=O)CSc2c3c(nc4ccccc24)CCC3)no1
(23) O=C(Cn1nc(-c2cccc(Cl)c2)ccc1=O)Nc1cccnc1
(24) CCOc1cc(C#N)c(NC(=O)Cn2nnc3ccccc32)cc1OCC

Assay by compound,17,18,19,20,21,22,23,24
STAT1 blocker,-1,-3,6,1,5,16,3,4
NF-kB expr up,0.79,1.2,1.1,0.86,0.94,0.94,1.3,1.1
Hsp70 act,-0.2,-0.4,-0.4,-0.2,0.2,-0.5,-0.3,0.1
DTT redox prof,-0.5,-0.6,0.0,1.0,0.2,-0.1,-0.2,-0.4
STAT3 blocker,-8,7,4,3,9,-2,-9,-4
STAT1 activator,100,103,95,105,96,85,96,96
STAT3 act,111,97,97,100,97,105,114,106
APP 5'UTR act,-7,-2,20,/,1,-5,-2,7
HMGR II inh,-4,-4,-5,-5,-3,1,0,-4
TLR4 MyD88 comp,-6,8,-1,0,10,3,7,-1

Arranged by the number under STAT1 blocker (high to low): three of the compounds above
item	structure	STAT1 blocker	NF-kB expr up	Hsp70 act	DTT redox prof	STAT1 activator	STAT3 act	APP 5'UTR act	HMGR II inh	TLR4 MyD88 comp
19	CC(=O)NCCOC(=O)Nc1ccncc1	6	1.1	-0.4	0.0	95	97	20	-5	-1
21	CSc1ccc(NC(=O)CC(C)=O)cc1	5	0.94	0.2	0.2	96	97	1	-3	10
23	O=C(Cn1nc(-c2cccc(Cl)c2)ccc1=O)Nc1cccnc1	3	1.3	-0.3	-0.2	96	114	-2	0	7

Further results follow.
(25) Cc1cc(C)n2c(SCC(=O)N(CC(C)C)c3c(N)n(CC(C)C)c(=O)[nH]c3=O)nnc2n1
(26) CN(C)C(=O)c1cc([N+](=O)[O-])ccc1O
(27) Cc1nn(-c2ccccc2)c(C)c1NC(=O)COc1ccc2ccccc2c1
(28) Cc1nn(-c2ccccc2)c2sc(-c3n[nH]c(=S)o3)cc12
(29) O=C(NNc1nc2cc3c(cc2s1)OCO3)c1ccccc1
(30) Cc1ccc(-c2cc3c(N=O)c4ccccc4c-3n[nH]2)cc1
(31) COc1ccc(/C(N)=N/OC(=O)c2ccco2)cc1OC
(32) Cc1c(Cl)cccc1N/C(=N/S(=O)(=O)c1cccs1)c1ccccc1

Assay by compound,25,26,27,28,29,30,31,32
STAT1 blocker,1,-5,9,-12,-3,33,-55,17
NF-kB expr up,1,1,0.73,1,1.6,0.63,2.9,1.2
Hsp70 act,-0.3,-0.1,-0.4,-0.3,-0.2,-0.3,-0.3,0.0
DTT redox prof,-0.1,5.5,0.5,1.0,0.6,-1.6,-0.4,-1.6
STAT3 blocker,11,2,14,-3,7,117*,11,-1
STAT1 activator,99,103,91,110,103,69,149*,83
STAT3 act,95,102,89,108,94,9,93,105
APP 5'UTR act,-16,2,3,-11,23,6,80,13
HMGR II inh,-5,-8,-3,-2,1,0,-1,2
TLR4 MyD88 comp,-5,-3,-5,2,-13,8,7,5

(33) Cc1cc(/C=N/NC(=O)C(O)(c2ccccc2)c2ccccc2)c(C)n1-c1ccccc1
(34) Cc1cc(C)n(-c2nnc(C)n2NS(C)(=O)=O)n1
(35) CCOCc1nnc(NC(=O)c2cc(C(=O)OC)cc([N+](=O)[O-])c2)s1
(36) C#CC[N+](C)(C)CC#Cc1ccc(Cl)cc1
(37) COC(C(=O)Nc1ccc(F)c(F)c1)c1ccccc1 (configuration not stated)
(38) c1ccc(-c2nc3c([nH]2)CCc2nonc2-3)cc1
(39) C#CC1CN(Cc2ccccc2)CC(C#C)N1C (configuration not stated)
(40) CCCCCCn1ccc(=N)cc1

Assay by compound,33,34,35,36,37,38,39,40
STAT1 blocker,-16,-10,6,8,3,-15,4,21
NF-kB expr up,0.81,1.1,1,0.72,/,2.4,0.95,0.7
Hsp70 act,-0.3,-0.1,-0.2,0.4,-0.3,-0.1,-0.1,-0.1
DTT redox prof,0.0,0.2,1.1,0.6,-4.1,-0.1,0.0,1.8
STAT3 blocker,-1,6,8,-2,-1,17,3,70*
STAT1 activator,114,109,93,93,97,112,97,81
STAT3 act,104,101,100,100,103,88,102,45
APP 5'UTR act,6,-6,-12,-7,3,19,12,-2
HMGR II inh,-4,-3,-1,2,/,0,2,-3
TLR4 MyD88 comp,8,-6,2,-4,1,-3,4,-3

(41) COCCOC(=O)/C(=C/c1ccc(OC(=O)c2ccccc2)cc1)C(C)=O
(42) COC(=O)CCc1c(C)nc(N)[nH]c1=O
(43) O=C(O)c1cc(-n2nnnc2SCc2ccccc2F)ccc1Cl
(44) Cc1ccc2nc(C)cc(Nc3ccc([N+](=O)[O-])cc3)c2c1
(45) CCOc1ccc(S(=O)(=O)N(C)c2ccc(OCC(=O)OCc3c(C)noc3C)cc2)cc1
(46) CCCOc1ccc(/C=C/C(=O)NCc2ccccc2)cc1
(47) COc1oc(-c2ccccc2C)nc1C(F)(F)F
(48) CCC(=O)N(CCc1ccc(S(N)(=O)=O)cc1)C1CC(=O)N(c2ccc(OC)cc2)C1=O (configuration not stated)

Assay by compound,41,42,43,44,45,46,47,48
STAT1 blocker,-8,-2,6,2,5,-3,6,-6
NF-kB expr up,0.89,1.1,/,0.99,0.93,1.2,1.1,1.4
Hsp70 act,-0.4,-0.1,-0.2,-0.4,-0.1,-0.2,-0.2,-0.2
DTT redox prof,0.4,-0.1,-1.3,-1.0,-0.3,-0.7,0.8,-0.6
STAT3 blocker,-7,-1,6,9,8,16,8,-10
STAT1 activator,107,103,93,98,95,103,95,105
STAT3 act,111,101,99,95,98,90,97,110
APP 5'UTR act,17,12,15,-19,10,15,-12,8
HMGR II inh,2,-3,1,-3,-3,-2,-1,-1
TLR4 MyD88 comp,-8,0,-9,6,0,3,3,-15

Two compounds from above, reduced to HMGR II inh and STAT3 blocker:
| No. | canonical_smiles | HMGR II inh | STAT3 blocker |
| --- | --- | --- | --- |
| 47 | COc1oc(-c2ccccc2C)nc1C(F)(F)F | -1 | 8 |
| 48 | CCC(=O)N(CCc1ccc(S(N)(=O)=O)cc1)C1CC(=O)N(c2ccc(OC)cc2)C1=O (configuration not stated) | -1 | -10 |

Remaining list, next part.
(49) Cc1ccc(Cl)cc1NC(=O)COC(=O)C1CCCC1
(50) CC(=O)N1CCN(S(=O)(=O)c2ccc(S(=O)(=O)NC3CC3)cc2)CC1
(51) Cc1ccc(NC(=S)NCCCN2CCOCC2)cc1
(52) O=C(CN1CCN(c2ccccn2)CC1)Nc1ccc2ccccc2c1
(53) c1ccc(-c2cn3cccnc3n2)cc1
(54) Fc1ccc(C2=NNC(=NCc3ccccc3)SC2)cc1F
(55) Cc1c(Cl)c([N+](=O)[O-])nn1Cc1ccc(C(=O)Nc2ccc(Cl)cn2)o1
(56) O=C(NCc1cccc(Cl)c1)c1ccc2nc[nH]c2c1

Assay by compound,49,50,51,52,53,54,55,56
STAT1 blocker,-1,1,0,-2,-8,-29,6,-3
NF-kB expr up,1.1,1.2,0.85,1.2,1.3,1.6,1.1,0.99
Hsp70 act,-0.2,-0.3,0.0,0.0,-0.1,0.1,0.0,-0.2
DTT redox prof,-2.5,1.0,0.1,-0.2,-0.5,-0.9,2.0,0.2
STAT3 blocker,5,-1,-5,2,13,8,1,-2
STAT1 activator,102,99,100,102,108,124,95,105
STAT3 act,102,103,105,105,92,99,102,100
APP 5'UTR act,4,-18,-1,8,10,9,-8,14
HMGR II inh,3,-2,-5,1,2,-2,-2,1
TLR4 MyD88 comp,11,16,-13,8,2,4,-6,-2
